Compound activity from PubChem.
IEC-6 cytotox: kills IEC-6 intestinal cells in KLF5 counter-screen; AID 1825; IEC-6 cytotoxicity, luminescence viability; inhibition, % at 5 µM; 0.78% of 290,000 active; in the data active means inhibition above about 22%;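 further: 0% = plate median of test compound wells and 100% = cytotoxic reference compound wells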
TRPC4 agonist: activators of mouse TRPC4 channel. Q9QUQ5. HEK293 TRPC4beta/mu-opioid, Fluo4 calcium fluorescence; stronger effect = higher value. B-score at 10 µM. 0.49% of 310,000 active. AID 2237;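 active means B-score above 5 SD of library B-scores, and initial fluorescence ratio not above library mean plus 5 SD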;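 further: positive B-score marks a calcium rise read as TRPC4 activation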
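Incubation: 45 min room-temperature Fluo4 loading, 110 s read / System: HEK293 cells stably co-expressing mouse TRPC4beta and mu-opioid receptor / Signal: Fluo4 fluorescence, kinetic / Control set: buffer (low) and maximal DAMGO (high) / Measure: integrated baseline-normalised fluorescence ratio, converted to per-well B score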
TRPC4 inh: TRPC4 (mouse) channel inhibition; HEK293 TRPC4beta/mu-opioid, DAMGO-evoked Fluo4 calcium flux; stronger effect = lower value; B-score at 10 µM; 0.39% of 300,000 active;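 active means B-score over 3 SD under the library average, no early fluorescence shift, positive overall ratio signal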
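material = TRPC4beta/mu-opioid receptor HEK293 cell line | probe or stimulus = sequential submaximal and maximal DAMGO stimulation | compound dosing = one concentration per compound | measured by = Fluo4 Ca2+ flux fluorescence | evaluation = integrated fluorescence ratio relative to baseline, converted to per-well B score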
SKKanGAS inh: blocks kanamycin growth of S. pyogenes SKKanGAS strain. AID 1662. BacTiter-Glo, 6 h. 1.3% of 300,000 active. inhibition, % at 7.5 µM;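 active means mean replicate score, as percent of positive control median, at least 50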;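 further: strain carries kanamycin resistance gene driven by streptokinase promoter and grows in 40 µg/ml kanamycin; loss of luminescence reflects streptokinase promoter inhibition or plain growth inhibition; 0% = median of DMSO wells and 100% = positive control at its reference dose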
MrgX1 antagonist: human MrgX1 receptor antagonism, primary screen; B-score at 10 µM; Q96LB2; 1.3% of 310,000 active; MRGX1-HEK293 calcium flux, Fluo-4, BAM8-22 antagonism; stronger effect = lower value;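 active means calcium-response B-score plate-corrected more than 3 library SD below zero, starting fluorescence within 5 deviations, no agonist response on first addition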;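 further: peak minus trough fluorescence over baseline after final BAM8-22 challenge near maximal dose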
Target sequence (Q96LB2 whole entry, looked up): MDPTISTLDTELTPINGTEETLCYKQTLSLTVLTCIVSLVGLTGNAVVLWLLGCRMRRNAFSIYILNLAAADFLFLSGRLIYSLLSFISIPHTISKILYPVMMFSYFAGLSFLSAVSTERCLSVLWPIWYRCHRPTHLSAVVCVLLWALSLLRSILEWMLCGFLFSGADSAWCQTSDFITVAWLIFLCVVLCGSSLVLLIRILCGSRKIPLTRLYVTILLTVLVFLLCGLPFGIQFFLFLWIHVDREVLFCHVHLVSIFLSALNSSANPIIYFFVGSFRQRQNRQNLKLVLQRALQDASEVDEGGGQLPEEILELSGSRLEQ
aSyn UTR inh: MLPCN primary screen, SNCA 5' untranslated region. alpha-synuclein 5'UTR reporter, inhibitor activity. inhibition, % (tested at 7.5 µM). 0.82% of 300,000 active. AID 1813; in the data active means inhibition above about 60%;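 further: H4 neuroglioblastoma cells stably carrying SNCA 5'UTR luciferase fusion; 0% = DMSO wells and 100% = positive control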
KLF5 inh: suppresses KLF5 promoter-driven expression | DLD-1 KLF5 promoter-luciferase reporter, luminescence | inhibition, % at 5 µM | 0.23% of 290,000 active;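 active means inhibition above a per-plate limit of that plate's mean compound inhibition plus 3 SD, cut at about 60% in these data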;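 further: 0% = DMSO wells and 100% = LY294002 at 200 µM; higher means less KLF5 promoter-driven luciferase light; inactives centre near -14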
TRPC6 inh: blocks the mouse TRPC6 cation channel. HEK293-TRPC6, membrane potential dye, ACh-evoked depolarization; stronger effect = lower value. B-score at 10 µM. 1.1% of 310,000 active. AID 2553;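 active means B-score under library mean minus 3 SD, initial fluorescence not abnormally high, positive integrated signal ratio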;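 further: B-score derived from integrated fluorescence ratio over the kinetic read; more negative B-score means stronger inhibition of depolarization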
TRPC6 act: activators of mouse TRPC6 channel; B-score at 10 µM; HEK293-TRPC6 membrane potential dye fluorescence; stronger effect = higher value; Q61143; 0.13% of 310,000 active;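 active means B-score of the integrated fluorescence ratio above library mean plus 3 SD, and starting fluorescence ratio within library mean plus 5 SD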;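 further: higher score means more depolarization so channel activation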
TRPC4 PAM: allosteric potentiators of mouse TRPC4 channel | 0.42% of 310,000 active | B-score at 10 µM | HEK293 TRPC4beta/mu-opioid, DAMGO EC20, Fluo-4 Ca2+ flux; stronger effect = higher value | Q9QUQ5;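 active means B-score of calcium response area above 5 SD of library B-scores, with initial fluorescence ratio within 5 SD of library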;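 further: B-score of integrated fluorescence ratio over time as area under calcium response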
HIF act: HIF pathway transcriptional activation; U2OS HRE-luciferase reporter, luminescence; normalized: DMSO 0%, desferrioxamine 100%; activation, % at 7.5 µM (by protocol); 0.32% of 300,000 active; AID 1910;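 active means mean activation of at least 10% of the iron chelator positive control signal, with at least half of replicates also reaching 10%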
An asterisk follows results filed as active; i = inactive; · = not tested or not shown.

The first 4 compounds, to show the layout:
SMILES	IEC-6 cytotox	TRPC4 agonist	TRPC4 inh	SKKanGAS inh	MrgX1 antagonist	aSyn UTR inh	KLF5 inh	TRPC6 inh	TRPC6 act	TRPC4 PAM	HIF act
O=C(NCc1ccco1)c1ccccc1Nc1ccc(F)cc1	3	i	i	·	i	4	-16	i	i	i	-0.3
Cc1cccc(NC(=O)C2CCN(C(=O)c3ccc(F)cc3)CC2)n1	·	i	i	-2	i	-9	·	i	i	i	-0.1
O=S1(=O)CC2SC(=S)N(c3ccccc3)C2C1 (stereo not drawn)	1	i	i	-11	i	-9	-23	i	i	i	-0.2
CCc1cccc(C)c1NC(=O)C1C2CCC(O2)C1C(=O)O (stereo not drawn)	2	i	i	-12	i	-16	7	i	i	i	-0.4

Results, previewed entries included:
SMILES	IEC-6 cytotox	TRPC4 agonist	TRPC4 inh	SKKanGAS inh	MrgX1 antagonist	aSyn UTR inh	KLF5 inh	TRPC6 inh	TRPC6 act	TRPC4 PAM	HIF act
O=C(NCc1ccco1)c1ccccc1Nc1ccc(F)cc1	3	i	i	·	i	4	-16	i	i	i	-0.3
Cc1cccc(NC(=O)C2CCN(C(=O)c3ccc(F)cc3)CC2)n1	·	i	i	-2	i	-9	·	i	i	i	-0.1
O=S1(=O)CC2SC(=S)N(c3ccccc3)C2C1 (stereo not drawn)	1	i	i	-11	i	-9	-23	i	i	i	-0.2
CCc1cccc(C)c1NC(=O)C1C2CCC(O2)C1C(=O)O (stereo not drawn)	2	i	i	-12	i	-16	7	i	i	i	-0.4
CCOC(=O)COc1cc2oc(=O)cc(C)c2cc1[N+](=O)[O-]	-2	i	i	5	i	10	-9	i	i	i	0.2
COc1ccccc1NC(=O)C1C2CCCCC21 (stereo not drawn)	-3	i	i	6	i	-11	-35	i	i	i	-0.2
CCCSC1=C(C#N)C2(CCCCC2)C(C#N)=C(N)N1	-2	i	i	-7	i	-9	-24	i	i	i	0.0
COc1ccc(C2NC(=O)CS2)cc1 (stereo not drawn)	-3	i	i	·	i	·	16	i	i	i	·
Cc1cc(NC(=O)c2cccc(Br)c2)no1	·	i	i	-3	i	0	·	i	i	i	0.4
CC(NC1CCCCC1)C(=O)NN=C(c1ccccc1)c1ccccc1 (stereo not drawn)	0	i	i	6	i	13	-8	i	i	i	-0.1
C=CCOC(=O)C1=C(C)N(C)C(=O)NC1c1cc2c(cc1Br)OCO2 (stereo not drawn)	4	i	i	2	-4.7*	22	-36	-5.4*	i	i	-0.1
O=C(CN(Cc1ccc(F)cc1)C(=O)CNS(=O)(=O)c1ccc(Cl)cc1)NCC1CCCO1 (stereo not drawn)	-7	i	i	2	i	7	-39	i	i	i	-0.1
Cc1ccc(N2C(=O)CN(Cc3cccs3)C2=S)cc1C	-7	i	i	8	i	-30	9	i	i	i	-0.1
Cc1ccc(S(=O)(=O)/C(C#N)=C/c2ccccc2OCc2ccccc2)cc1	-3	i	i	-21	i	-20	-10	i	i	i	0.4
CCN(C(=O)c1ccc(S(=O)(=O)N2CCC(C)CC2)cc1)C1CCS(=O)(=O)C1 (stereo not drawn)	·	i	i	2	-4.6*	-16	·	i	i	i	1.2
CN1CCN(c2nc(Nc3cccc(C(F)(F)F)c3)nc(N3CCOCC3)n2)CC1	-3	i	i	-1	i	-69	1	i	i	i	-0.1
CCCc1cc(=O)oc2c(C)c(OC(C)C(=O)NCCN3CCOCC3)ccc12 (stereo not drawn)	-5	i	i	-8	i	1	-16	i	i	i	-0.5
CC(C)Sc1nc2c(c(=O)n(C)c(=O)n2C)n1C	-1	i	i	-11	i	14	32	i	i	i	-0.3
CCOC(=O)c1cc(-c2ccccc2)sc1NC(=O)C(C)OC(=O)c1cccnc1Cl (stereo not drawn)	0	i	i	21	i	26	-19	i	i	i	0.6
O=C(COC(=O)c1ccc([N+](=O)[O-])o1)Nc1cccc(S(=O)(=O)N2CCOCC2)c1	-6	i	i	-2	i	-14	20	i	i	i	0.3
Cc1cc(C)c(S(=O)(=O)c2c(C)cccc2C)c(Cl)n1	4	i	·	-5	i	1	-8	i	i	i	-0.3
CC(C)c1ccc(C2C3=C(COC3=O)Nc3cc4c(cc32)OCO4)cc1 (stereo not drawn)	90*	i	i	8	i	123*	72*	i	i	i	-1.3
CCCCOc1ccc(CC2CCC(=O)NC2=O)cc1 (stereo not drawn)	3	i	i	0	i	13	-9	i	i	i	2.5
Cc1nnc(C)n1/N=C/c1cc(Br)ccc1O	4	i	i	15	i	-16	-10	i	i	i	0.1
Cc1onc(-c2ccccc2Cl)c1C(=O)O/N=C(\N)c1ccc([N+](=O)[O-])o1	8	i	i	5	i	-35	-30	i	i	i	0.6
COc1cccc(OCc2cc(C(=O)NCc3ccccn3)no2)c1	-9	i	i	0	i	-128	-91	i	i	i	7.0
COCCn1c(=O)sc2ccccc2c1=O	3	i	i	-16	i	9	-10	i	i	i	-0.1
O=C(COc1ccc(/C=N/NS(=O)(=O)c2ccccc2)cc1)Nc1ccccc1	0	i	i	11	i	-59	-12	i	i	i	1.1
CC(=O)c1cccc(N(C(=O)c2csnn2)C(C(=O)NC2CCCC2)c2ccccc2)c1 (stereo not drawn)	-5	i	i	-2	i	20	1	i	i	i	0.0
COC(=O)c1ccc(CSc2nnnn2C)o1	6	i	i	-24	i	-7	13	i	i	i	-0.3
O=C(CN1CCOCC1)Nc1ccccc1C(=O)O	0	i	i	-2	i	4	-46	i	i	i	-0.1
CCCOc1ccc(N2C(=O)C3C(C(C)C)NC4(C(=O)c5ccccc5C4=O)C3C2=O)cc1 (stereo not drawn)	7	i	i	-4	i	-1	13	i	i	i	-0.6
CC(C)(C)C(=O)OC/C(N)=N/OC(=O)c1ccc(Cl)cc1	-3	i	i	-3	i	-23	-22	i	i	i	1.0
O=C(O)C1CCN1C1CCCCC1 (stereo not drawn)	-4	i	i	-3	i	-10	-31	i	i	i	-0.2
O=C(c1cccc(S(=O)(=O)N2CCOCC2)c1)N1CCN(c2ccc(F)cc2)CC1	2	i	i	-2	i	12	-9	i	i	i	0.0
CCCCc1c(C)nc2ccccc2c1SCCC(=O)O	-7	i	i	-4	i	1	-32	i	i	i	-1.4
CCOC(=O)Cc1nnc(Nc2cc(C)ccc2C)c2ccccc12	10	i	i	-9	i	17	4	i	i	i	-0.1
COc1ccccc1-n1c([S-])c(C(=O)Nc2ccccc2C(F)(F)F)[n+]2ccc(C(=O)NCCO)cc12	-2	i	i	11	i	-20	0	i	i	i	0.1
O=S(=O)(c1cc(Cl)ccc1Br)N1CCCCC1	3	i	i	-1	i	53	-43	i	i	i	-0.2
CN(C)S(=O)(=O)c1cccc(NC(=O)COC(=O)CCC(=O)c2ccc(F)cc2)c1	-4	i	i	-8	i	6	1	i	i	i	-0.3
CCOC(=O)c1cccc(NC(=O)/C=C/c2cccc([N+](=O)[O-])c2)c1	-4	i	i	-2	i	15	-32	i	i	i	0.3
CC1CCc2c(sc3ncnc(N4CCOCC4)c23)C1 (stereo not drawn)	8	i	i	1	i	19	5	i	i	i	0.1
CCC(C(=O)Nc1c(C)cc(C)cc1C)N1CCCCCC1 (stereo not drawn)	-1	i	i	3	i	9	-34	i	i	i	1.0
Cn1cc([N+](=O)[O-])c(C(=O)N/N=C/c2ccc([N+](=O)[O-])cc2)n1	7	i	i	-11	i	-21	-5	i	i	i	0.2
O=C(O)c1ccc2c(c1)nnn2C1CCCCC1	-6	i	i	-2	i	14	-45	i	i	i	-0.5
Cc1ncc([N+](=O)[O-])n1Cc1cccc2ccccc12	5	i	i	-5	i	23	-17	i	i	i	-0.4
CC(C)(OC(=O)NC(=O)C(F)(F)F)C(C)(C)OC(=O)NC(=O)C(F)(F)F	6	i	i	-8	i	17	10	i	i	i	-0.1
O=C(CCC(=O)Nc1ccccc1)NNC(=O)CCc1ccccc1	4	i	i	10	i	13	-28	i	i	i	0.0
O=C(Cc1ccccc1)Nc1cc(C(=O)c2ccccc2)ccc1N1CCOCC1	-1	i	i	5	i	16	0	i	i	i	-0.5
CCCNC(=O)NC(C)C12CC3CC(CC(C3)C1)C2 (stereo not drawn)	9	i	i	0	i	18	-4	i	i	i	0.0

Next structures.
SMILES	IEC-6 cytotox	TRPC4 agonist	TRPC4 inh	SKKanGAS inh	MrgX1 antagonist	aSyn UTR inh	KLF5 inh	TRPC6 inh	TRPC6 act	TRPC4 PAM	HIF act
COc1ccc(C(=O)Nc2cccc(/C(C)=N/NC(=O)c3ccc([N+](=O)[O-])c(C)c3)c2)cc1OC	4	i	i	24	i	-42	-29	i	i	i	-21
Cc1ccc2c(c1)N(CC(=O)NCCCN1C(C)CCCC1C)C(=O)c1cccnc1O2 (stereo not drawn)	-5	i	i	-2	i	2	-8	i	i	i	0.0
O=C(NCC(c1ccco1)N1CCN(c2ccccc2F)CC1)C1CCCCC1 (stereo not drawn)	·	i	i	-4	i	12	·	i	i	i	-0.3
Cc1cccc(C(=O)NCCNC(=O)c2cccc(C)c2)c1	6	i	i	-8	i	8	-7	i	i	i	0.0
Cc1cccnc1Nc1nc(-c2ccc(F)cc2)cs1	12	i	i	3	i	-226	-146	i	i	i	2.2
COc1ccc(NC(=O)C2CCCN2S(=O)(=O)c2ccc(C)cc2)cc1 (stereo not drawn)	-4	i	i	1	i	16	-12	i	i	i	0.0
O=C(CSc1ccccn1)N1CCN(C(=O)CSc2ccccn2)CC1	·	i	i	-1	i	22	·	i	i	i	0.2
Cc1cc(NC(=O)c2cccc(Br)c2)n[nH]1	·	i	i	1	i	-141	·	i	i	i	2.5
COC(=O)c1c(SCC(=O)Nc2ccc(C)c(C)c2)nc(=O)[nH]c1C	0	i	i	-1	i	5	4	i	i	i	-0.9
NS(=O)(=O)c1ccc(CCNS(=O)(=O)Cc2ccc(Cl)cc2)cc1	-4	i	i	-3	i	5	-1	i	i	i	0.2
Cc1cc(OC(=O)c2ccc(C(F)(F)F)cc2)c([N+](=O)[O-])c(=O)[nH]1	8	i	i	-6	i	2	-25	i	i	i	-0.1
CC(C)(C)C(=O)C(Cl)C(=O)Nc1ccccc1 (stereo not drawn)	-4	i	i	-7	i	13	-3	i	i	i	0.7
CC1(C)CC(=O)c2cnn(-c3nc4ccccc4[nH]3)c2C1	2	i	·	-1	i	-8	-30	i	i	i	0.3
c1ccc(Cc2nnc3sc(-c4ccc5c(c4)OCO5)nn23)cc1	-1	i	i	-11	i	1	-27	i	i	i	0.0
COc1ccc(C2C(C(C)=O)=C(O)C(=O)N2c2cccnc2)cc1OC (stereo not drawn)	-1	i	i	3	i	-24	4	i	i	i	-0.5
